M. tuberculosis = growth inhibition of non-replicating M. tuberculosis (AID 488890). inhibition, % at 25 µM; hits with a dose series show IC50 in µM. Mycobacterium tuberculosis non-replicating, growth inhibition; higher % means a stronger effect. hit rate 0.39% among 320,000; in the data active = a potency from the dose series; inconclusive = inhibition mostly from about 82% at the one dose, without a potency; inactive = the rest, 99 in 100 with inhibition below about 76%;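 note: plate controls were DMSO cells for no effect and high antibiotic wells for full effect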
PhoP GFP inhibition = PhoP regulon inhibitors, Salmonella typhi PhoP promoter GFP reporter, confirmatory (AID 1850); Salmonella Typhi PhoP-promoter GFP reporter, fluorescence, 4 h; higher % means a stronger effect; one-dose inhibition, % at 50 µM; IC50 in µM for titrated hits; hit rate 0.33% among 310,000; in the data active = a potency from the dose series; inconclusive = inhibition mostly from about 25% at the one dose, without a potency; inactive = the rest, 99 in 100 with inhibition below about 19%;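 note: 0% = induced wells with vehicle and 100% = uninduced wells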
inhibitors of VEEV = inhibitors of VEEV TC-83 cytopathic effect, confirmation, Vero cells (AID 588727) | Vero cells, VEEV TC-83 cytopathic effect inhibition; higher % means a stronger effect | one-dose inhibition, % at 20 µM; IC50 in µM for titrated hits | hit rate 0.13% among 350,000; in the data active = a potency from the dose series; inconclusive = inhibition mostly from about 14% at the one dose, without a potency; inactive = the rest, 99 in 100 with inhibition below about 12%; note: strong numbers were not always called active
H37Rv inhibition = M. tuberculosis growth inhibition, HTS (AID 449762); hit rate 0.59% among 330,000; one-dose inhibition, % at 25 µM; IC50 in µM for titrated hits; M. tuberculosis H37Rv growth inhibition, 7H9 media; higher % means a stronger effect; in the data active = a potency from the dose series; inconclusive = inhibition above about 70% without an active follow-up result;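 note: bacterial growth assessed after seven days of incubation; strong numbers were not always called active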
influenza NS1A = H1N1 influenza NS1A inhibitors, functional cell based assay (AID 504329); NS1A functional cell-based assay, percent inhibition; higher % means a stronger effect; one-dose inhibition, % at 12.5 µM; IC50 in µM for titrated hits; hit rate 0.3% among 340,000; in the data active = a potency from the dose series; inconclusive = inhibition above about 27% without an active follow-up result; note: strong numbers were not always called active
inhibitors of VEEV 10K pilot screen = recorded beside inhibitors of VEEV, whose call it bears; inhibition, %; measured here: 10K pilot screen inhibition
Starred values were filed as active, the others as inactive; & = joins results of further samples.

`O=C(O)CN1C(=O)C(=O)N(Cc2ccc(C(F)(F)F)cc2)C1=O` gave M. tuberculosis -8.8%, PhoP GFP inhibition -11.3%, inhibitors of VEEV inactive, H37Rv inhibition 4.2% and influenza NS1A 0.6%.
For O=S(=O)(/N=C(/NNS(=O)(=O)c1ccccc1)c1ccccc1)c1ccccc1 the results were M. tuberculosis 9.0%, PhoP GFP inhibition -1.4%, inhibitors of VEEV 0.4%, H37Rv inhibition 5.7% and influenza NS1A -12.8%.
N#CC(C#N)=C/C=C(\Nc1ccc(Cl)cc1)c1ccc(Cl)cc1 was read as M. tuberculosis -4.3%, PhoP GFP inhibition 1.8%, inhibitors of VEEV 0.5%, H37Rv inhibition 13.5% and influenza NS1A -18.7%.
Screening O=C(/C=C/c1ccco1)NCCCN1CCN(CCCNC(=O)/C=C/c2ccco2)CC1 returned M. tuberculosis -17.8%, PhoP GFP inhibition -11.4%, inhibitors of VEEV inactive, H37Rv inhibition -7.6% and influenza NS1A 0.9%.
`COCCn1cnc2c1c(=O)n(CC(=O)OCC#N)c(=O)n2Cc1ccccc1` gave M. tuberculosis 3.4%, PhoP GFP inhibition -1.4%, inhibitors of VEEV inactive, H37Rv inhibition -3.7% and influenza NS1A -0.5%.
`O=C(c1ccc(Cl)c(S(=O)(=O)N2CCOCC2)c1)N1CCN(c2ccccc2)CC1` gave M. tuberculosis 0.3%, PhoP GFP inhibition -5.9%, inhibitors of VEEV 4.8%, H37Rv inhibition -17.1% and influenza NS1A -4.1%.
`COc1ccc(/C(C)=N/NC(=O)CCC(=O)Nc2ccc(Cl)cc2Cl)c(OC)c1` gave M. tuberculosis -5.3%, PhoP GFP inhibition -0.8%, inhibitors of VEEV inactive, H37Rv inhibition 8.0% and influenza NS1A 1.2%.
`CN(C)c1ccc(/C=C2/C[N+](C)(C)C/C(=C/c3ccc(N(C)C)cc3)C2=O)cc1` gave inhibitors of VEEV 13.1% and influenza NS1A 6.59µM*.
C=CCNC(=O)COC(=O)c1cc(S(=O)(=O)N2CCCCC2)ccc1Cl was read as M. tuberculosis -7.9%, PhoP GFP inhibition 9.0%, inhibitors of VEEV 1.4%, H37Rv inhibition -0.1% and influenza NS1A 0.7%.
`CCOc1ccc(NS(=O)(=O)c2ccc(NC(=O)c3ccccn3)cc2)cc1` gave M. tuberculosis 12.9%, inhibitors of VEEV 0.6%, H37Rv inhibition 2.5% and influenza NS1A 5.6%.

In the list so far, these contain nitrogen in an aromatic ring.
`COCCn1cnc2c1c(=O)n(CC(=O)OCC#N)c(=O)n2Cc1ccccc1` gave M. tuberculosis 3.4%, PhoP GFP inhibition -1.4%, inhibitors of VEEV inactive, H37Rv inhibition -3.7% and influenza NS1A -0.5%.
`CCOc1ccc(NS(=O)(=O)c2ccc(NC(=O)c3ccccn3)cc2)cc1` gave M. tuberculosis 12.9%, inhibitors of VEEV 0.6%, H37Rv inhibition 2.5% and influenza NS1A 5.6%.

More entries
`Cc1cc(=O)[nH]c2ccc(S(=O)(=O)N3CCOCC3)cc12` gave M. tuberculosis -2.1%, PhoP GFP inhibition -2.5%, inhibitors of VEEV 0.9%, H37Rv inhibition -9.8% and influenza NS1A -5.1%.
For [O-]/C(=C(\C(=S)Nc1cccc2ccccc12)[n+]1cccc(CO)c1)c1ccc(Cl)s1 the results were inhibitors of VEEV 1.6% and influenza NS1A 4.9%.
For CC(=O)N(c1ccc(C)cc1)S(=O)(=O)c1ccc(Cl)cc1 the results were M. tuberculosis 6.7%, PhoP GFP inhibition 0.5%, inhibitors of VEEV 1.2%, H37Rv inhibition 6.3% and influenza NS1A 5.5%.
CCCCCCn1c(O)c(C=NCCN2CCCCC2)c(=O)[nH]c1=O was read as M. tuberculosis 36.1%, PhoP GFP inhibition -3.8%, inhibitors of VEEV 0.9%, H37Rv inhibition 1.3% and influenza NS1A 10.5%.
Screening c1ccc(CCc2nn3c(C4COc5ccccc5O4)nnc3s2)cc1 (stereo not given) returned M. tuberculosis 70.7%, PhoP GFP inhibition 4.8%, inhibitors of VEEV 0.3%, H37Rv inhibition 5.5% and influenza NS1A 5.3%.
Screening CN1CCc2c(n(CC(O)CN(CCO)CCO)c3ccccc23)C1=O (stereo not given) returned M. tuberculosis 21.2%, PhoP GFP inhibition -5.1%, inhibitors of VEEV 1.1%, H37Rv inhibition 0.7% and influenza NS1A 9.1%.
`CCOc1cc(C(c2c(C)[nH][nH]c2=O)c2c(C)[nH][nH]c2=O)cc(Cl)c1O` gave M. tuberculosis -9.3%, PhoP GFP inhibition 12.7%, inhibitors of VEEV 2.3%, H37Rv inhibition 11.4% and influenza NS1A 4.4%.
`Brc1ccc(C2=CC(c3cccs3)n3ncnc3N2)cc1` (stereo not given) gave M. tuberculosis 30.0%, PhoP GFP inhibition -27.2%, inhibitors of VEEV 6.0%, H37Rv inhibition 55.0%, influenza NS1A -10.5% and inhibitors of VEEV 10K pilot screen 9.2.
Screening Cn1c(SCC(=O)N2CCCc3ccccc32)nnc1-c1ccco1 returned M. tuberculosis 3.4%, PhoP GFP inhibition -38.2%, inhibitors of VEEV 0.3%, H37Rv inhibition -3.5% and influenza NS1A -3.2%.
`CC(C)n1c(NCc2nc3ccccc3n2C)nc2ccccc21` gave M. tuberculosis 58.6%, PhoP GFP inhibition 3.6%, inhibitors of VEEV 4.0%, H37Rv inhibition -17.2% and influenza NS1A -18.5%.
Screening CN1CCCCCC1C(=O)N1CCC(N2CCC(C(=O)N3CCOCC3)CC2)CC1 (stereo not given) returned M. tuberculosis -10.0%, PhoP GFP inhibition 9.5%, inhibitors of VEEV 3.5%, H37Rv inhibition -7.9% and influenza NS1A -9.8%.
`COCCCn1c(SCc2nnc(-c3ccc(OC)c(OC)c3)o2)nnc1-c1ccncc1` gave M. tuberculosis 2.6%, PhoP GFP inhibition -5.7%, inhibitors of VEEV 1.9%, H37Rv inhibition 6.5% and influenza NS1A 0.6%.
Screening COc1ccc([C@@H]2[C@@H](C(=O)C(C)(C)C)N3N=Cc4ccccc4[C@@H]3C23C(=O)OC(C)(C)OC3=O)cc1OC returned M. tuberculosis 12.7%, PhoP GFP inhibition 0.1%, inhibitors of VEEV 1.4%, H37Rv inhibition 0.0% and influenza NS1A -3.6%.
`COC(=O)c1ccc(C(=O)N2CCCC(N3CCN(c4ccccc4)CC3)C2)nc1` (stereo not given) gave M. tuberculosis 18.3%, PhoP GFP inhibition -5.6%, inhibitors of VEEV inactive, H37Rv inhibition 5.9% and influenza NS1A 5.5%.
O=C(NC1CCCCCC1)C1CCCN(c2ncccn2)C1 (stereo not given) was read as M. tuberculosis -12.6%, PhoP GFP inhibition -10.4%, inhibitors of VEEV 0.9%, H37Rv inhibition -0.7% and influenza NS1A -3.2%.
CC(=O)NC(Cc1ccc(N(CCCl)CCCl)cc1)C(=O)NC(CC(C)C)C(=O)O (stereo not given) was read as M. tuberculosis -1.8%, PhoP GFP inhibition 5.4%, inhibitors of VEEV inactive, H37Rv inhibition 5.5% and influenza NS1A -0.7%.
Screening COc1ccc(/C=C/C(=O)Nc2ccccc2F)cc1S(=O)(=O)N1CCOCC1 returned M. tuberculosis 24.0%, inhibitors of VEEV 2.1%, H37Rv inhibition 1.4% and influenza NS1A 2.8%.
Screening Cc1ccc2nc(Nc3ccc(C)c(C)c3)c3nncn3c2c1 returned M. tuberculosis -0.1%, PhoP GFP inhibition -31.0%, inhibitors of VEEV 4.1%, H37Rv inhibition 3.6% and influenza NS1A 4.3%.
OC(CNCCCCNCC(O)C(F)(F)F)C(F)(F)F (stereo not given) was read as M. tuberculosis -8.7%, PhoP GFP inhibition -12.3%, inhibitors of VEEV 1.9%, H37Rv inhibition -5.4% and influenza NS1A 7.1%.
`COC(=O)c1nc(NC(=S)NC(=O)c2cccs2)sc1C` gave M. tuberculosis 21.7%, PhoP GFP inhibition -7.5%, inhibitors of VEEV 1.8%, H37Rv inhibition -1.4% and influenza NS1A 20.7%.
`Cc1nn(-c2ccccc2)c(C)c1/C=C/C(=O)OC(C)C(=O)Nc1ncc(Cl)cc1Cl` (stereo not given) gave M. tuberculosis 3.1%, PhoP GFP inhibition 3.3%, inhibitors of VEEV 2.1%, H37Rv inhibition 45.4%, influenza NS1A 1.9% and inhibitors of VEEV 10K pilot screen 3.1.
`Cc1ccsc1C(=O)NNC(=S)NC1CCCCC1` gave M. tuberculosis -1.8%, PhoP GFP inhibition -0.3%, inhibitors of VEEV 0.7%, H37Rv inhibition 1.7% and influenza NS1A 3.8%.
Screening c1ccc2nc(N3CCN(Cc4ccc5c(c4)OCO5)CC3)cnc2c1 returned M. tuberculosis 71.9%, PhoP GFP inhibition 5.9%, inhibitors of VEEV 1.5%, H37Rv inhibition inconclusive and influenza NS1A -2.0%.
`CC(NC(=O)Cc1c(F)cccc1Cl)C1CCCO1` (stereo not given) gave M. tuberculosis 10.5%, PhoP GFP inhibition -2.7%, inhibitors of VEEV 1.9%, H37Rv inhibition -3.2% and influenza NS1A -9.7%.
O=c1oc2cc([N+](=O)[O-])ccc2nc1/C=C(O)/C=C/c1ccccc1 was read as M. tuberculosis 14.2%, PhoP GFP inhibition 2.2% and H37Rv inhibition -4.3%.
CC(C=NNc1ccc([N+](=O)[O-])cn1)=Cc1ccccc1 was read as inhibitors of VEEV 0.3% and influenza NS1A -3.1%.
`O=C(CCC(=O)OCc1ccc([N+](=O)[O-])cc1)Nc1ccc(F)cc1` gave M. tuberculosis -16.7%, PhoP GFP inhibition -18.1%, inhibitors of VEEV inactive, H37Rv inhibition 3.1%, influenza NS1A 7.0% and inhibitors of VEEV 10K pilot screen 0.6.
Screening CC(C)c1ccc(N2C=Nc3ccc(C(C)C)cc3C2)cc1 returned M. tuberculosis inconclusive, PhoP GFP inhibition 6.0%, inhibitors of VEEV 2.1%, H37Rv inhibition inconclusive and influenza NS1A 2.3%.
O=C(O)C1CCN(Cc2ccccn2)CC1 was read as M. tuberculosis -13.9%, PhoP GFP inhibition 2.4%, inhibitors of VEEV 1.4%, H37Rv inhibition -2.5% and influenza NS1A -6.3%.
`C=CCn1c(Cc2csc(N)n2)nnc1SCC(=O)OCC` gave M. tuberculosis 4.9%, PhoP GFP inhibition -2.4%, inhibitors of VEEV 0.7%, H37Rv inhibition -5.9% and influenza NS1A 1.4%.

Among those listed so far, 2 have a furan ring, fused or not:
Screening O=C(/C=C/c1ccco1)NCCCN1CCN(CCCNC(=O)/C=C/c2ccco2)CC1 returned M. tuberculosis -17.8%, PhoP GFP inhibition -11.4%, inhibitors of VEEV inactive, H37Rv inhibition -7.6% and influenza NS1A 0.9%.
Screening Cn1c(SCC(=O)N2CCCc3ccccc32)nnc1-c1ccco1 returned M. tuberculosis 3.4%, PhoP GFP inhibition -38.2%, inhibitors of VEEV 0.3%, H37Rv inhibition -3.5% and influenza NS1A -3.2%.

Carrying on.
`C#CCOCCOCCOCCNc1nc(N2CCN(C(=O)[C@H](C)n3cc(CCC(=O)O)nn3)CC2)nc(N2CCN(C(=O)[C@H](CCCCN)n3cc(CCCC)nn3)CC2)n1` gave inhibitors of VEEV 1.1% and influenza NS1A 2.6%.
Screening Cc1oc(-c2cccs2)nc1CS(=O)CC(=O)NCCc1ccccc1 (stereo not given) returned M. tuberculosis 22.3%, PhoP GFP inhibition -7.7%, inhibitors of VEEV 0.3%, H37Rv inhibition -3.1% and influenza NS1A 27.4%.
Screening CCC(=O)NC(=S)Nc1ccc(NC(=S)NC(=O)c2ccccc2)cc1 returned inhibitors of VEEV inactive and influenza NS1A -4.8%.
For C(=N\NCc1ccccc1)/c1ccc2ncccc2c1 the results were M. tuberculosis 63.1%, PhoP GFP inhibition -2.7%, inhibitors of VEEV 1.8% and H37Rv inhibition 6.5%.
For COc1cc(/C=N/NC(=O)c2ccncc2)ccc1O the results were M. tuberculosis 60.7%&61.5%, PhoP GFP inhibition -1.9%&5.4%, inhibitors of VEEV 0.2%&0.7%, H37Rv inhibition inconclusive and influenza NS1A 3.3%&-4.8%.
